# IL1B NFkB pot: enhancers of NFkB p65 translocation in HUVEC – imaging, IL-1B stimulus, high-content imaging, primary screen; HUVEC IL-1B NFkB p65 nuclear translocation imaging; AID 819, 2007; activation, % at 2 µM; 94,000 compounds, 0.3% hits;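 active = activation above 40%, about the mean plus 3 SD, also judged a hit on visual image review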;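 note: percent activation is computed from the nuclear over cytoplasmic p65 intensity ratio; values of inactives mirror those of a sister screen read the other way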
# PLAP inhibitors HTS: PLAP enzyme inhibitors, biochemical, luminescence, HTS (AID 690). Alkaline phosphatase, placental type (Homo sapiens). purified PLAP, luminescent substrate; higher % means a stronger effect. inhibition, % at 20 µM; hits with a dose series show IC50 in µM. 96,000 compounds, 0.08% hits; in the data active = a potency from the dose series; inactive = the rest, 99 in 100 with inhibition below about 30%; note: strong numbers were not always called active
# Bcl-B TR3 displacers: displacers of TR3 peptide from Bcl-B, primary screen, selectivity assay for Bfl-1 inhibitor project, biochemical, fluorescence polarization | FP displacement of FITC-TR3 peptide from Bcl-B; higher % means a stronger effect | displacement, % at 20 µM; hits with a dose series show IC50 in µM | 96,000 compounds, 0.11% hits | AID 748, 2007;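 active = displacement above 50% at 20 µM plus a fluorescence interference ratio under 1.5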;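 note: plate controls were wells without compound for no effect and wells lacking Bcl-B protein for full effect; a part of the inactive calls stands beside numbers as strong as those of hits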
# IL1B NFkB inh: inhibitors of IL-1B driven NFkB p65 nuclear import, primary screen, imaging, HUVEC, IL-1B stimulus, high-content imaging; AID 796, 2007; inhibition, % at 2 µM; HUVEC IL-1B NFkB p65 nuclear translocation imaging; 94,000 compounds, 0.43% hits;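 active = inhibition above about 30% together with a positive call from visual inspection of the well image, limit read from the data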;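 note: nuclear over cytoplasmic p65 intensity ratio measured by imaging; 0% = IL-1B stimulated DMSO wells and 100% = unstimulated DMSO wells; values of inactives mirror those of a sister screen read the other way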
# MRP reversal: reversal of MRP1-mediated doxorubicin resistance, primary screen, H69AR cells, doxorubicin co-treatment; H69AR cells + 2 uM doxorubicin, CellTiter-Glo, 72 h; differential viability (reversal), % at 10 µM; 85,000 compounds, 0.04% hits; AID 602, 2007;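 active = viability drop by adding the cancer drug above about 55%, with treated viability meeting a 40% cutoff, limit read from the data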;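 note: viability without doxorubicin minus viability with 2 µM doxorubicin for each compound; larger differential means the compound sensitizes cells more to doxorubicin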
# MRP reversal cytotoxicity: second read-out of MRP reversal, no call of its own (marks repeat the call); viability, %; H69AR cells, CellTiter-Glo, 72 h; measured here: cytotoxicity without doxorubicin
# MRP reversal with doxorubicin: recorded beside MRP reversal, whose call it bears; viability, %; measured here: viability with 2 uM doxorubicin; active compounds read low
# IL1B NFkB inh cell count 2 µM: also measured in IL1B NFkB inh; calls as there; cell count; measured here: cells passing quality filter;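 raw number of nuclei counted in each imaged well without normalization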
# IL1B NFkB pot cell count 2 µM: second read-out of IL1B NFkB pot, no call of its own (marks repeat the call); cell count; measured here: cells passing quality filter
# The depositor's hits bear a star; x = no result given.
SMILES,IL1B NFkB pot,IL1B NFkB pot cell count 2 µM,PLAP inhibitors HTS,Bcl-B TR3 displacers,IL1B NFkB inh,IL1B NFkB inh cell count 2 µM,MRP reversal,MRP reversal cytotoxicity,MRP reversal with doxorubicin
Cc1nn(Cc2ccc(C(=O)N3c4ccc(F)cc4CCC3C)o2)c(C)c1Br (stereo not given),39,172,-52%,0%,-39,172,32,47,15
COc1ccc(N(C)C(=O)c2ccc3snnc3c2)cc1,x,x,10%,-4%,x,x,16,95,79
CCCCN(CCCC)S(=O)(=O)c1ccc(NC(=O)CN2CCOCC2)cc1,-10,152,-92%,-8%,10,152,27,88,61
Cn1c(=O)c2c(nc(SCCNS(=O)(=O)c3ccccc3)n2C)n(C)c1=O,-2,156,-53%,3%,2,156,7,92,85
Cc1cc(N2C(=O)c3ccc(C(=O)NCc4ccccc4)cc3C2=O)no1,2,137,x,x,-2,137,3,99,96
Cc1ccc(S(=O)(=O)NC2OC(=O)C(Cl)=C2Cl)cc1 (stereo not given),x,x,0%,0%,x,x,-31,7,38
Cc1ccc(NC2=C(Cl)C(=O)OC2OC(=O)c2ccco2)c(C)c1 (stereo not given),28,145,x,x,-28,145,-10,51,61
Cc1cc(NC(=O)CSc2ncn(-c3ccccc3)n2)no1,-2,148,-5%,9%,2,148,10,88,77
CCOCCCNC(=O)c1ccc(N(C)S(=O)(=O)c2ccc(OC)cc2)cc1,7,88,-49%,2%,-7,88,16,100,83
CCCS(=O)(=O)c1c(S(=O)(=O)CCC)c2c(C)cccn2c1C(N)=O,-7,71,x,x,7,71,14,88,74
Cc1nnc(SCC(=O)NCc2ccco2)n1-c1ccc(F)cc1,22,140,x,x,-22,140,7,91,83
Cc1ccc(C2=NNC(C(O)C(O)C(O)C(C)O)S2)cc1 (stereo not given),-1,143,-12%,-5%,1,143,x,x,x
Cc1nnc(-c2ccccc2)c(=O)n1/N=C/c1c(O)ccc2ccccc12,7,181,-29%,-111%,-7,181,x,x,x
Cn1c(=O)oc2cc(S(=O)(=O)N3CCC(C(=O)NCc4ccc(F)cc4)CC3)ccc21,0,187,10%,4%,0,187,10,101,91
Cc1nn(C(=O)c2ccoc2C)c(N)c1-c1ccccc1,x,x,-9%,-5%,x,x,22,103,81
C=CCn1c(COc2ccccc2)nnc1SCC(=O)O,-3,84,-6%,-2%,3,84,20,97,76
C/C(=N\NC(=O)CSCc1ccc(Cl)cc1)c1ccc2c(c1)OCCO2,-6,167,14%,-5%,6,167,x,x,x
CCSc1nnc(CCNC(=O)OC(C)(C)C)o1,6,99,3%,-4%,-6,99,-11,86,98
Cc1cc(-c2n[nH]c(=S)o2)c(C)n1-c1ccccc1,4,175,-6%,-22%,-4,175,-33,38,72
CC1=C(C(N)=O)C(c2ccc(C)o2)C(C(N)=O)=C(C)N1,-10,149,23%,-2%,10,149,0,96,96
CCOCCCNC(=O)Cc1ccc(OC)c(OC)c1,17,169,-26%,-1%,-17,169,-2,92,94
COC(=O)c1ccc(COc2ccc(-c3nn[nH]n3)cc2)cc1,33,111,-1%,8%,-33,111,2,86,84
CC1(C)Cc2ccccc2-c2nnc(-c3ccc(O)cc3)n21,6,134,1%,10%,-6,134,13,99,87
Nc1nc(CN2CCN(c3ccccc3F)CC2)nc(Nc2ccccc2)n1,18,158,-47%,2%,-18,158,x,x,x
O=C(Nc1ccc(Cl)cc1)OCCn1nnnc1C(c1ccccc1)N1CCOCC1 (stereo not given),15,137,-49%,-8%,-15,137,x,x,x
CCOc1cccc(-n2nnnc2-c2ccc(OC)cc2)c1,-18,123,-43%,-7%,18,123,-18,15,33
[N-]=[N+]=CC(=O)C(Cc1ccccc1)N1C(=O)c2ccccc2C1=O (stereo not given),1,206,-3%,-5%,-1,206,3,101,98
O=C(C(NS(=O)(=O)c1cccc2nsnc12)c1ccccc1)N1CCN(c2ccccn2)CC1 (stereo not given),21,72,-25%,-6%,-19,72,-2,78,80
COC(=O)c1ccc(OCC(=O)c2ccccc2OC)cc1,-12,103,-54%,7%,12,103,12,95,84
CC1=C(C(N)=O)C(c2cccs2)n2nc(-c3cccc(C)c3)nc2N1 (stereo not given),-1,106,x,-4%,1,106,x,x,x
O=C(CSc1nnc(CNc2ccccc2)o1)N1CCc2ccccc21,4,173,-6%,-1%,-4,173,3,93,89
Cn1c(SC/C=C/c2ccccc2)nnc1-c1cccs1,0,169,x,x,0,169,26,96,69
CCOC(=O)C(C)Sc1ncnc2nc[nH]c12 (stereo not given),-12,94,x,x,12,94,x,x,x
O=c1[nH]c2c(s1)C(c1ccc(O)cc1)C1C3CCC(C3)C1S2 (stereo not given),20,163,-36%,-2%,-20,163,7,90,83
Cc1ccc(-c2cc(C(=O)NCc3ccco3)c3ccccc3n2)o1,-1,143,-8%,23%,1,143,3,63,60
Cc1ccc(-c2c(C#N)c(N)n(-c3ccc(C)cc3)c(=O)c2C#N)cc1,28,170,-3%,7%,-28,170,x,x,x
CCOn1c(-n2nc(C)cc2C)nc2ccccc2c1=O,-15,146,-3%,-5%,15,146,9,100,91
Cc1onc(-c2c(F)cccc2Cl)c1C(=O)N1CCN(S(C)(=O)=O)CC1,0,140,-24%,0%,0,140,5,88,83
Cc1cc(C)nc(NN2C(=O)/C(=C/c3ccc(O)cc3)SC2=S)n1,9,112,19µM*,0%,-9,112,x,x,x
COc1cccc(NS(=O)(=O)c2ccc3[nH]cc(C(=O)NC4CC4)c(=O)c3c2)c1,14,126,12%,-3%,-14,126,-32,67,100
COc1ccc(C(CNC(=O)c2ccc(S(=O)(=O)N3CCOCC3)cc2)N2CCCCC2)cc1 (stereo not given),16,119,x,1%,-16,119,-6,88,95
COc1ccc(N2CCN(C(=O)CCc3ccc(S(=O)(=O)NC(C)C)cc3)CC2)cc1,5,110,x,x,-5,110,1,86,85
COc1cc(NS(=O)(=O)c2ccc(OC)c(C)c2C)c(OC)cc1Cl,16,109,-25%,-12%,-16,109,-21,22,44
O=C(c1ccc(N2C(=O)CCC2=O)cc1)N1CCOCC1,x,x,8%,-1%,x,x,-8,95,103
CCCn1cc(C(CC(=O)O)C(=O)O)c2ccccc21 (stereo not given),2,128,-26%,9%,-2,128,-7,89,96
Cc1ccnc2nc(C(=O)NC3=NCCS3)nn12,5,101,1%,17%,-5,101,-6,95,101
C=CCN1C(=NC(=O)CCCC(=O)O)SC2CS(=O)(=O)CC21 (stereo not given),-5,101,3%,-1%,5,101,x,x,x
COc1ccc(S(=O)(=O)N2CCN(c3cccc(C)c3C)CC2)cc1,11,182,-10%,-6%,-11,182,13,98,85
O=C(Nc1ccc2c(c1)ncn2-c1ccccc1)c1ccco1,10,84,9%,1%,-10,84,-2,92,94
CC1(C)C2([N+](=O)[O-])CN3CC1([N+](=O)[O-])CN(C2)C31CCCC1,-3,139,5%,2%,3,139,x,x,x

# Quoted from above for reference:
SMILES,IL1B NFkB pot,IL1B NFkB pot cell count 2 µM,PLAP inhibitors HTS,Bcl-B TR3 displacers,IL1B NFkB inh,IL1B NFkB inh cell count 2 µM,MRP reversal,MRP reversal cytotoxicity,MRP reversal with doxorubicin
CCCn1cc(C(CC(=O)O)C(=O)O)c2ccccc21 (stereo not given),2,128,-26%,9%,-2,128,-7,89,96
Cc1ccnc2nc(C(=O)NC3=NCCS3)nn12,5,101,1%,17%,-5,101,-6,95,101

# (more compounds)
SMILES,IL1B NFkB pot,IL1B NFkB pot cell count 2 µM,PLAP inhibitors HTS,Bcl-B TR3 displacers,IL1B NFkB inh,IL1B NFkB inh cell count 2 µM,MRP reversal,MRP reversal cytotoxicity,MRP reversal with doxorubicin
Cc1nn(C)cc1/C=N/n1nnnc1N,11,123,-10%,12%,-11,123,-5,93,99
O=C(c1ccco1)N1CCN(Cc2nc3ccccc3c(=O)n2-c2ccc(F)cc2)CC1,-14,49,-43%,4%,0,149,-11,90,101
COc1ccccc1C1/C(=C(/O)c2ccc(C)cc2)C(=O)C(=O)N1CC(C)O (stereo not given),0,184,4%,11%,0,184,-26,73,99
O=C(NNc1cccc(Cl)n1)Nc1ccccc1,-16,109,8%,-6%,16,109,x,x,x
O=C(NC1CCS(=O)(=O)C1)OC1CCCCC1 (stereo not given),26,145,x,x,-26,145,8,108,101
Cc1ccc(/C(O)=C2\C(=O)C(=O)N(CCCN(C)C)C2c2ccccn2)cc1 (stereo not given),3,169,x,x,-3,169,-2,99,101
COc1cccc(C(=O)Nc2ccc(Cl)c(C(F)(F)F)c2)c1,-9,137,43%,-4%,9,137,x,x,x
CC1=C(C(N)=O)C(c2cccnc2)n2nc(-c3cccc(C)c3)nc2N1 (stereo not given),8,85,x,-2%,-8,85,-5,81,86
C=CCOc1ccc(CNn2cn[nH]c2=S)cc1,2,165,20%,-4%,-2,165,x,x,x
COc1ccc(OCC(=O)NC(=S)Nc2ccc(N3CCOCC3)c(Cl)c2)cc1,-5,159,-29%,87%,5,159,x,x,x
Cc1ccc(C(=O)C2CCNCC2)cc1,4,82,-3%,2%,-4,82,x,x,x
O=C1c2oc3ccccc3c(=O)c2C(c2cccs2)N1CCCN1CCOCC1 (stereo not given),14,146,-49%,13%,-14,146,20,96,76
CCCOc1ccc(N2C(=O)CC(N3CCC(c4nncn4CC)CC3)C2=O)cc1 (stereo not given),-7,129,-20%,-1%,6,129,2,95,93
Cc1cn(C(=O)c2ccccc2)c(=S)n1-c1ccc(Cl)cc1,16,156,x,x,-16,156,-1,85,85
COc1ccc(C)cc1-n1nnnc1SCc1nc2ccccc2s1,19,193,0%,-6%,-19,193,1,74,73
Cc1cc(Nc2ccc(F)cc2Cl)n2ncnc2n1,x,x,-75%,10%,x,x,4,87,83
CCOC(=O)c1cc2sccc2n1CC(=O)N1CCc2ccccc21,10,133,-5%,-10%,-10,133,-9,72,81

# Some of these compounds in order of SMILES length, lowest first:
SMILES,IL1B NFkB pot,IL1B NFkB pot cell count 2 µM,PLAP inhibitors HTS,Bcl-B TR3 displacers,IL1B NFkB inh,IL1B NFkB inh cell count 2 µM,MRP reversal,MRP reversal cytotoxicity,MRP reversal with doxorubicin
Cc1ccc(C(=O)C2CCNCC2)cc1,4,82,-3%,2%,-4,82,x,x,x
O=C(NNc1cccc(Cl)n1)Nc1ccccc1,-16,109,8%,-6%,16,109,x,x,x
C=CCOc1ccc(CNn2cn[nH]c2=S)cc1,2,165,20%,-4%,-2,165,x,x,x
Cc1cc(Nc2ccc(F)cc2Cl)n2ncnc2n1,x,x,-75%,10%,x,x,4,87,83
COc1ccc(C)cc1-n1nnnc1SCc1nc2ccccc2s1,19,193,0%,-6%,-19,193,1,74,73
CCOC(=O)c1cc2sccc2n1CC(=O)N1CCc2ccccc21,10,133,-5%,-10%,-10,133,-9,72,81
COc1cccc(C(=O)Nc2ccc(Cl)c(C(F)(F)F)c2)c1,-9,137,43%,-4%,9,137,x,x,x
O=C1c2oc3ccccc3c(=O)c2C(c2cccs2)N1CCCN1CCOCC1 (stereo not given),14,146,-49%,13%,-14,146,20,96,76
CC1=C(C(N)=O)C(c2cccnc2)n2nc(-c3cccc(C)c3)nc2N1 (stereo not given),8,85,x,-2%,-8,85,-5,81,86
CCCOc1ccc(N2C(=O)CC(N3CCC(c4nncn4CC)CC3)C2=O)cc1 (stereo not given),-7,129,-20%,-1%,6,129,2,95,93
Cc1ccc(/C(O)=C2\C(=O)C(=O)N(CCCN(C)C)C2c2ccccn2)cc1 (stereo not given),3,169,x,x,-3,169,-2,99,101
O=C(c1ccco1)N1CCN(Cc2nc3ccccc3c(=O)n2-c2ccc(F)cc2)CC1,-14,49,-43%,4%,0,149,-11,90,101
CC1(C)C2([N+](=O)[O-])CN3CC1([N+](=O)[O-])CN(C2)C31CCCC1,-3,139,5%,2%,3,139,x,x,x

# Source: PubChem (several laboratories)

# These rows are one share of the data; rates above refer to the full screens.
